Source: PubChem
LEDGF integ inh = blocks HIV-1 LEDGF/p75-dependent DNA integration; TR-FRET IN-LEDGF/p75 DNA integration, Eu/Cy5; inhibition, % at 3.7 µM; 0.64% of 370,000 active; AID 743269;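 active = inhibition above the screen-wide mean plus 3 SD, cut at about 13% in these data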;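 also: signal is the Cy5 over europium emission ratio at 671 and 618 nm; 0% = plate median of compound wells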
TDP2 inh = blocks human TDP2 phosphodiesterase activity; recombinant TDP2, T5PNP hydrolysis, p-nitrophenol absorbance 415 nm; 0.34% of 370,000 active; O95551; inhibition, % at 12.8 µM;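 active = inhibition above the mean of all tested compounds plus 3 SD, set per campaign, cut at about 25% in these data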;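 also: 0% = DMSO with enzyme and 100% = buffer with substrate but no TDP2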
Target sequence (O95551 whole entry, looked up): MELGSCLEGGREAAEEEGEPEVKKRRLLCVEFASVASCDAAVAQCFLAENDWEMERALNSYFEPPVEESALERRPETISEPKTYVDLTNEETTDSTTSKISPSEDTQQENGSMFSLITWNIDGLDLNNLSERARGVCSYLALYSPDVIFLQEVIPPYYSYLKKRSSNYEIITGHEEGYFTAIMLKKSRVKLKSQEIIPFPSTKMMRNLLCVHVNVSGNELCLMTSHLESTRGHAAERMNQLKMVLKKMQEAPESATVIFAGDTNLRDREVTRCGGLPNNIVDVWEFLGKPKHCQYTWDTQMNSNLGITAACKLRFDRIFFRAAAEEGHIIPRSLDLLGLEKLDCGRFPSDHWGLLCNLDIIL
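Test system: Human TDP2 enzyme | Reagent: 5 mM T5PNP | Compound dosing: 12.8 µM single point, 1% DMSO | Incubation: Enzyme reaction with compound for 2 h at 37 °C | Technique: p-Nitrophenol epi absorbance | Read-out: % inhibition relative to enzyme-containing and enzyme-free wells | Benchmarks: High control without enzyme, low control DMSO plus TDP2 | Replicates: Singlicate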
SIAE primary = human SIAE inhibition, primary screen | Q9HAT2 | SIAE FP-Rh probe binding, fluorescence polarization | inhibition, % at 9.66 µM | 0.69% of 370,000 active;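 active = inhibition above a cutoff: mean of compounds within the control limits plus 3 SD of those, cut at about 17% in these data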;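 also: 0% = plate median of compound wells and 100% = probe without SIAE protein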
PRMT1 FP inh = blocks human protein arginine methyltransferase 1; AID 652257; Q99873; inhibition, % at 2.79 µM; recombinant PRMT1, activity-based probe fluorescence polarization; 1.3% of 370,000 active;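 active = inhibition above about 21% made by adding two undisclosed values, limit read from the data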
PG9 Ab binder = binds the HIV-1 gp120 antibody PG9; inhibition, % at 6.7 µM; 0.43% of 360,000 active; TR-FRET gp120-PG9 antibody binding; AID 624416; in the data active = inhibition above about 8.5%
HTRA1 inh = inhibitors of human serine peptidase HTRA1; AID 504803; inhibition, % at 5.96 µM; 0.5% of 340,000 active; Q92743; recombinant HTRA1, FP-rhodamine activity-based probe, fluorescence polarization; in the data active = inhibition above about 36%;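 also: 0% = enzyme with DMSO and 100% = wells lacking enzyme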
rCAG RNA binder = molecules binding r(CAG) RNA repeats; r(CAG) RNA repeat, TO-PRO-1 dye displacement fluorescence; inhibition, % at 3 µM; 1.3% of 370,000 active; AID 651821;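 active = inhibition above the plate cutoff, the mean of all test compounds on that plate plus 3 SD, cut at about 35% in these data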;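 also: 0% = DMSO alone and 100% = 100 µM mitoxantrone as full dye displacement; higher means more dye released from RNA so lower well fluorescence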
TCR CD3 inh = inhibitors of human TCR-CD3 interaction | TAMRA-labeled TCR probe fluorescence, biochemical | inhibition, % at 9.4 µM | 0.37% of 360,000 active | AID 651800; in the data active = inhibition above about 19%;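 also: recombinant mutant TCR 2C K166C tagged with TAMRA read by polarization; 0% = receptor in buffer alone and 100% = receptor with positive control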
ABHD4 inh = inhibits mouse alpha/beta hydrolase domain 4. 0.54% of 370,000 active. Q8VD66. purified mABHD4, FP-Rh probe fluorescence polarization. inhibition, % at 8.92 µM;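 active = inhibition exceeding the mean over every tested compound plus 3 SD, cut at about 30% in these data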;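 also: 0% = plate median of compound wells and 100% = S159A mutant with DMSO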
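System: mouse ABHD4 enzyme, wild type / Medium: HEPES pH 7.0, NaCl, Pluronic buffer / Reagent: FP-Rh activity-based fluorescent probe / Control set: S159A mutant high control, sample median low control / Detection: fluorescence polarization with parallel and perpendicular emission, 525/598 nm / Schedule: 45 min + 60 min at 25 °C / Compound dosing: 8.92 µM, single dose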
NR1D1 modulator = Rev-erb alpha (human) modulation; P20393; Rev-erbα–FITC-DNA binding, fluorescence polarization, 90 min; activity, % at 10 µM; 0.79% of 370,000 active; AID 1259318;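 active = activity above about 14%, limit read from the data; passing the limit was not always enough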;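 also: 0% = DMSO wells with 35 nM protein and 100% = DMSO wells with 750 nM protein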
Target sequence (P20393 whole entry, looked up): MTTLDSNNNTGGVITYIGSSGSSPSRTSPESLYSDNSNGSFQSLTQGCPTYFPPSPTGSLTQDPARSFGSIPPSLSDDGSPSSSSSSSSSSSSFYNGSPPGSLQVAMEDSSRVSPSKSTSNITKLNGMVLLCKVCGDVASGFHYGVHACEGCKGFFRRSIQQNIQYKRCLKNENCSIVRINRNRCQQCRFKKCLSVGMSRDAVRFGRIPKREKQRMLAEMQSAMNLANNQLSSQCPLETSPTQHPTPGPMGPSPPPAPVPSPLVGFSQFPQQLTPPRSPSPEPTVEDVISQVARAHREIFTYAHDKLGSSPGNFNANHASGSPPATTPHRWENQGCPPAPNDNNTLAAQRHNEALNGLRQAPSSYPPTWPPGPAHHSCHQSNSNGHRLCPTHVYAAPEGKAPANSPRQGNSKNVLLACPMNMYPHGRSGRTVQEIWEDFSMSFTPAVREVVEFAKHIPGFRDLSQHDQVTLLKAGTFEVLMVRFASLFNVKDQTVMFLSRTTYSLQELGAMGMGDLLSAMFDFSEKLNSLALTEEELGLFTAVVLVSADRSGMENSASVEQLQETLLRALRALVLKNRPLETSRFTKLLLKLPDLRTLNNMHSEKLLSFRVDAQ
Numbers without * were called inactive; · = no result given; & = joins results of further samples. Not all compounds are listed; rates above refer to the full screens.

SMILES | LEDGF integ inh | TDP2 inh | SIAE primary | PRMT1 FP inh | PG9 Ab binder | HTRA1 inh | rCAG RNA binder | TCR CD3 inh | ABHD4 inh | NR1D1 modulator
CCCNC(=O)C1(C)CCN(C(=O)C(c2ccccc2)c2ccccc2)C1 (stereo not given) | 0 | -5 | -1 | 0 | 0.0 | · | -1 | 1 | 1 | 0
Cc1cc(C)n2nc(-c3cnn(C)c3C(F)(F)F)c(Cl)c2n1 | -3 | 8 | 6 | 2 | -0.6 | 5 | 2 | 9 | -4 | 4
CC(C)C(NC(=O)c1ccc(Cl)cc1Cl)C(=O)NCCc1ccccn1 (stereo not given) | -4 | -5 | 5 | 7 | -1.4 | 8 | 32 | -5 | 1 | -1
CC(OC(=O)c1cc(=O)c2ccccc2o1)C(=O)Nc1ccc(N(C)C)cc1 (stereo not given) | -3 | 10 | 11 | 1 | -3.5 | 3 | 7 | -1 | 11 | -3
COc1cccc(NC(=O)CNC(=O)N2CC(=O)Nc3ccccc32)c1 | -1 | 4 | 2 | 0 | 2.5 | 4 | -3 | -1 | -1 | 11
N#CC(C#N)=c1ccc2c(c1)N1C(c3ccccc3)=CC(c3ccccc3)C3CCCCC31N=2 (stereo not given) | 4 | 0 | 3 | -3 | 0.1 | -11 | 2 | 3 | -6 | -11
CCOC(=O)c1c(C)[nH]c(C(=O)N2CCN(CC)CC2)c1C | 1 | 0 | -1 | -1 | -0.5 | -1 | -2 | 1 | 9 | -2
CCCCn1c(SCC(=O)NC2CCS(=O)(=O)C2)nc2ccccc2c1=O (stereo not given) | 2 | 4 | 2 | -1 | -1.9 | 3 | -2 | -1 | 3 | 9
Cc1cccc(C(=O)N[C@H](C(=O)NCc2cccs2)C(C)C)c1 | 2 | -5 | 1 | -4 | -2.5 | 4 | -2 | 5 | -3 | 0
O=C1Nc2ccc([N+](=O)[O-])cc2OC1CCN1CCN(c2ccccc2)CC1 (stereo not given) | 2 | 7 | -6 | -9 | -0.9 | -1 | -2 | -2 | -2 | 4
CC1=CC(C)(C)N2C(=O)C3(NCCc4c3[nH]c3ccccc43)c3cc(C)cc1c32 (stereo not given) | -3 | -17 | 5 | -5 | -2.5 | -14 | 0 | 4 | -10 | 3
COCCCNC(=O)C[C@H]1C[C@@]2(C(=O)OC)C(=C[C@H](C(C)C)O[C@@H]2C2CC2)N(Cc2cccc3ccccc23)C1=O | -1 | 11 | 3 | -2 | · | · | 5 | · | -3 | 5
Cc1cc(CNC(=O)COC(=O)c2ccc(Cl)c(N)c2)cc(C)c1O | -1 | -15 | 5 | -1 | -1.7 | -8 | 0 | -2 | -5 | 2
c1ccc(SCc2nc(-c3cccnc3)no2)cc1 | -2 | -7 | -3 | 2 | -0.5 | -1 | 1 | 6 | 4 | 10
[O-]/C(=C(\C(=S)NCCN1CCOCC1)[n+]1ccccc1)c1ccc(Cl)s1 | 6 | -6 | -4 | 15 | 2.8 | 3 | 17 | -7 | 5 | 4
CC(Sc1nc(-c2ccccc2)nc2c1COC(C)(C)C2)C(=O)N1CCOCC1 (stereo not given) | 3 | -17 | 0 | -1 | -2.2 | -2 | -6 | 5 | 1 | -1
Clc1ccc(-c2nc3ncccn3c2Nc2ccc3c(c2)OCCO3)cc1 | -2 | 9 | 2 | -2 | 0.2 | -2 | 2 | 1 | 2 | -2
CN(CC(=O)Nc1cccc(S(=O)(=O)N2CCCC2)c1)CC(=O)Nc1ccc(F)c(F)c1F | -1 | -5 | 0 | 0 | 0.2 | 6 | 2 | -9 | 0 | -3
O=C(O)c1ccc(O)c(O)c1 | 4 | -9 | 1 | -6 | -0.3 | 6 | -1 | 1 | 0 | -2
O=C(O)CN1C(=O)C2C3CC(C2C1=O)C1C(c2ccccc2)c2sc(=O)[nH]c2SC31 (stereo not given) | 4 | 19 | 9 | 29* | -2.2 | -2 | 8 | 5 | 2 | 5
O=C(c1ccncc1)N1CCN(c2ccc3ccccc3n2)CC1 | -1 | -5 | 3 | -4 | -0.6 | 4 | 0 | 7 | -4 | -6
C/C(NCC(C)(C)CN(C)C)=C(/C#N)C(=O)NCc1ccccc1 | -1 | -8 | -1 | 3 | 0.5 | 2 | -10 | -6 | 4 | 0
CCN(CC)CC#CCC(O)(c1ccccc1)C1CCCC1 (stereo not given) | 0 | -3 | -3 | 0 | -0.7 | 1 | -9 | 6 | -5 | 4
Cc1cccc(C)c1NC(=O)COC(=O)CCc1c[nH]c2ccccc12 | -4 | 10 | 6 | 30* | -0.6 | 1 | 0 | 16 | 10 | 0
CN(C)/C=C/C(=O)c1ccc(N2CCN(c3ncc(C(F)(F)F)cc3Cl)CC2)cc1 | -1 | 0 | 1 | -2 | 1.5 | -23 | 2 | -1 | -6 | 11

Of the compounds above, two have a thiophene ring, fused or not.
SMILES | LEDGF integ inh | TDP2 inh | SIAE primary | PRMT1 FP inh | PG9 Ab binder | HTRA1 inh | rCAG RNA binder | TCR CD3 inh | ABHD4 inh | NR1D1 modulator
Cc1cccc(C(=O)N[C@H](C(=O)NCc2cccs2)C(C)C)c1 | 2 | -5 | 1 | -4 | -2.5 | 4 | -2 | 5 | -3 | 0
[O-]/C(=C(\C(=S)NCCN1CCOCC1)[n+]1ccccc1)c1ccc(Cl)s1 | 6 | -6 | -4 | 15 | 2.8 | 3 | 17 | -7 | 5 | 4

Additional records follow:
SMILES | LEDGF integ inh | TDP2 inh | SIAE primary | PRMT1 FP inh | PG9 Ab binder | HTRA1 inh | rCAG RNA binder | TCR CD3 inh | ABHD4 inh | NR1D1 modulator
O=C(COc1ccccc1)Nc1cccc(-c2nc3ccccc3[nH]2)c1 | -1 | 1 | -35 | 1 | -1.0 | -48 | 1 | 4 | -29 | -3
COc1ccc2c(CC(=O)OCC(=O)c3ccccc3OC)coc2c1 | -4 | -17 | 4 | 1 | -4.0 | -26 | -1 | 7 | -15 | 2
CCCCOc1ccc(C(=O)Oc2cccnc2)cc1 | -4 | -13 | -10 | 0 | 0.1 | 8 | -6 | -1 | -1 | -2
O=C(O)c1cc(S(=O)(=O)N2CCOCC2)ccc1N1CCOCC1 | 0 | -5 | -5 | 2 | 0.4 | 0 | -1 | 6 | 10 | 2
Cc1ccc(S(=O)(=O)Nc2cc(C)nn2-c2ccccc2)cc1 | -1 | 10 | 10 | 2 | 0.0 | 7 | 3 | -1 | 5 | 4
S=C(NCc1cccc(Cl)c1)OC1CCC12CCC(c1ccccc1)CC2 (stereo not given) | -3 | 13 | -7 | -2 | · | · | 4 | · | -26 | 6
CCOC(=O)N1CCN(S(=O)(=O)c2ccc(C)cc2)C1c1ccccc1 (stereo not given) | 1 | 15 | 1 | -2 | 0.2 | -7 | -8 | -1 | 1 | 6
O=C(O)c1cc(S(=O)(=O)N2CCN(C(=O)c3ccco3)CC2)c(Cl)cc1Cl | 1 | 11 | -6 | -3 | -1.4 | 4 | 0 | 3 | 2 | 1
O=c1c(-c2ccco2)[n+]([O-])c2ccccc2n1OCc1ccccc1F | -1 | -3 | -2 | 2 | -2.5 | 5 | -2 | -3 | 1 | 6
Cc1ccccc1C(=O)NNC(=O)/C=C\C(=O)O | 0 | 3 | 0 | 0 | 0.3 | 3 | -3 | -2 | 0 | 4
CN(C(=O)c1cccc(NC(=O)Cc2cccc(NC(=O)C3CCN(C(=O)C4CC4)CC3)c2)c1)C1CC1 | 5 | -19 | 0 | -2 | -0.8 | 11 | 2 | -5 | -2 | 8
COc1cccc(NS(=O)(=O)c2csc(C(N)=O)c2)c1 | -1 | 10 | 3 | -2 | -0.8 | -4 | 2 | 4 | 1 | 2
CCN(CC)C(=O)c1cccc(-c2csc(C(C)(NC(C)=O)c3ccccc3)n2)c1 (stereo not given) | 0 | -7 | 2 | 4 | 2.2 | · | 2 | -4 | 2 | 0
Cc1cccc2cc(C#N)c(NCCNC(=S)NCCCN3CCOCC3)nc12 | 0 | -2 | -1 | -1 | -0.2 | 4 | -4 | 0 | 2 | 1
Cc1ccccc1NC(=O)COC(=O)CCc1c[nH]c2ccccc12 | 2 | 8 | 13 | -5 | -1.2 | -5 | 0 | 0 | -1 | -5
Cc1cc(Cl)ccc1Oc1ccccc1C(=O)CC#N | 1 | -2 | -12 | 1 | 1.4 | -30 | 38* | -6 | -21 | 1
O=C(O/N=C(\c1ccccc1)c1ccncc1)c1ccccc1F | 2 | 1 | 8 | 0 | 0.1 | 5 | -8 | 8 | 1 | 3
CCNC(=O)CN1C(=O)NC2(CCOc3ccccc32)C1=O (stereo not given) | -3 | 3 | -1 | -1 | 0.6 | 2 | 0 | 0 | 4 | 5
CSc1nc(-c2ccccc2)nn1C(=O)c1ccc(C)cc1 | -2 | -5 | 2 | 6 | -0.7 | 5 | 4 | -10 | -16 | 2
CC(NC(=O)[C@H](C)NC(=O)c1ccco1)c1ccc(S(N)(=O)=O)cc1 (stereo not given in full) | 0 | 13 | 1 | -2 | -1.4 | 0 | 0 | 9 | 0 | -3
O=C(Cn1ncc2c([nH]c3ccccc32)c1=O)N1CCc2ccccc2C1 | 1 | -14 | -3 | -1 | -3.0 | 4 | 4 | -11 | -8 | 11
CCOC(=O)Cc1csc(SCn2nnc3ccccc3c2=O)n1 | -9 | -10 | 2 | -2 | 0.7 | -2 | 0 | 4 | 6 | 0
O=C(CSc1ccccc1F)NNC(=O)c1ccncc1 | 1 | 10 | -3 | -2 | -2.8 | 7 | 3 | 6 | 2 | -5
CC(=O)OC1CCC(OC(C)=O)c2c1n([O-])c(C)c(C)[n+]2=O (stereo not given) | 2 | 6 | -2 | 2 | -0.1 | 1 | 2 | 4 | -4 | -4
O=S(=O)(c1ccc(Br)s1)N1CCN(c2ncccn2)CC1 | -4 | -2 | -2 | 1 | -1.2 | 2 | -3 | -9 | 0 | -5
(cont.)
SMILES | LEDGF integ inh | TDP2 inh | SIAE primary | PRMT1 FP inh | PG9 Ab binder | HTRA1 inh | rCAG RNA binder | TCR CD3 inh | ABHD4 inh | NR1D1 modulator
CCOC(=O)C(NCCCO)c1ccccc1 (stereo not given) | -4 | 0 | 5 | 1 | -0.2 | 6 | -2 | 1 | 12 | 3
COc1ccc(N(CC(=O)NCCC2=CCCCC2)S(=O)(=O)c2ccc(C)cc2)cc1OC | 6 | -1 | 7 | -4 | -1.4 | -6 | 0 | 5 | -4 | -3
Clc1ccc(-c2noc3c2-c2nc(Cc4cccc5ccccc45)sc2CC3)cc1 | 0 | 2 | 5 | 0 | -0.3 | -7 | 4 | -3 | -6 | -2
COc1cc(NC(=O)C2CCC(CNc3c(N4CCC(C)CC4)c(=O)c3=O)CC2)cc(OC)c1 (stereo not given) | 4&6 | 10&2 | 3&9 | -4&1 | 0.4&-1.7 | 2&-5 | 3&2 | -6&2 | 0&1 | 4&1
C/C(CC(C)C)=N/Nc1ccc([N+](=O)[O-])cc1[N+](=O)[O-] | 4 | -14 | 8 | -4 | -1.9 | -6 | 4 | -5 | 1 | 9
COC(=O)c1nc2n(n1)C(c1ccccc1OC)C1=C(CCCC1=O)N2 (stereo not given) | 5 | 0 | 6 | -4 | 0.3 | 2 | 1 | 2 | 2 | -7
